# Screening results deposited in PubChem by several laboratories.
# Rad51 HR inh = Rad51 (human) homologous recombination inhibition. AID 1385. inhibition, % at 10 µM. hit rate 0.085% among 200,000. hRad51 DNA strand exchange, fluorescence dequenching;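 active means inhibition above 40% at the single screening dose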;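 further: 0% = DMSO control wells and 100% = blanks with heterologous ssDNA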
#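 System: hRad51 filaments on single-stranded DNA; reagent: Fluorescein- and BHQ1-tagged 47-mer duplex; compound dosing: one concentration, 10 µM final; timing: filaments 15 min 37 °C, then compound 30 min; measured by: fluorescein emission 520 nm, excitation 485 nm; benchmarks: per-plate controls and blanks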
# eIF4E 4G PPI = eIF4E/eIF4G interaction inhibition in translation initiation; inhibition, % at 21.7 µM; hit rate 0.37% among 220,000; TR-FRET eIF4E-eIF4GI(517-606) binding, 2 h; P63073+Q04637;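 active means inhibition above about 30%, limit read from the data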;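 further: 0% = full FRET control wells and 100% = background wells lacking eIF4GI fragment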
# PERK inhibitor = blocks human PERK kinase; Q9NZJ5; CHO PERK-DD fusion, SEAP luminescence translation reporter; inhibition, % at 5.6 µM; hit rate 0.17% among 220,000;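 active means inhibition above the mean inhibition of all tested compounds plus 3 SD, set separately per screening campaign, cut at about 2.9% in these data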;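 further: PERK kinase domain activated by AP20187 dimerizer at 100 nM; 0% = DMSO with dimerizer and 100% = rapamycin at 8.4 µM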
# KCC2 mod = modulators of human KCC2 chloride dependent transport; Q9H2X9; B-score of Tl+ flux slope (higher = more flux/activation; lower = inhibition) at 10 µM; hit rate 2.2% among 190,000; AID 1456; KCC2 cells, thallium flux FluoZin-2 fluorescence;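 active means thallium flux slope and its plate-corrected score both differing from the plate sample mean at a set confidence after two filtering rounds, in either direction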;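 further: slope of fluorescence scaled to starting intensity during 10 to 20 s after thallium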
# m-calpain inh = blocks pig calpain II enzyme activity; AID 1236; hit rate 0.37% among 220,000; purified calpain II, fluorogenic peptide substrate, 30 min; inhibition, % at 16 µM;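 active means inhibition above about 50%, limit read from the data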
# TNF death inh = inhibitors of TNF-alpha induced necroptosis in Jurkat FADD-/- cells; Jurkat FADD-/- TNF necroptosis rescue, ATP luminescence, 24 h; 0 = TNF only, 100 = no-TNF cells; activation (protection from cell death), % at 10 µM; hit rate 0.068% among 220,000;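 active means activation, meaning protection from cell death, of at least 50% relative to plate controls; inactive means activation below 50%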;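 further: necroptosis triggered by 40 ng/mL TNF-alpha added together with compound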
# zVAD death inh = L929 zVAD cell death inhibition; L929 zVAD necroptosis rescue, ATP luminescence, 24 h; with zVAD 60 µM; viability rescue, % at 10 µM; hit rate 0.38% among 220,000; AID 1377;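 active means activation, scaled between plate controls, above about 75%, limit read from the data; inactive means activation under that limit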;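 further: 0% = zVAD with DMSO and 100% = DMSO alone without zVAD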
# Mdm2 ligase inh = blocks human Mdm2 ubiquitin ligase activity; signal enhancement, % at 5 µM; hit rate 0.11% among 210,000; Q00987; cell-based MDM2 ubiquitination luciferase reporter, 2 h; 0 = plate control, 100 = twice control, blank-subtracted;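 active means signal enhancement of 30% or more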;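 further: luminescence tracks abundance of the self-degrading MDM2-luciferase fusion protein; higher signal means inhibition of MDM2 E3 ligase activity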
#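 system = mammalian cells stably expressing self-ubiquitinating, self-degrading MDM2 E3–luciferase fusion | quantity = 2000 cells per well seeded | incubation = 4 h cell settling then 2 h compound exposure, 37 °C | signal = SteadyLite luminescence, 15 min reagent step | benchmarks = plate control and blank wells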
# EBV gp42 block = inhibitors of Epstein-Barr virus glycoprotein 42; hit rate 0.42% among 220,000; AID 1085; Fluorescence polarization binding assay, mP read-out; inhibition, % (tested at 21.74 µM); Q1HVG2; in the data active means inhibition above about 50%
# Numbers without * were called inactive; i = inactive; · = not tested or not shown; [ ] = remark or other dose.
# Values run as follows: Rad51 HR inh	eIF4E 4G PPI	PERK inhibitor	KCC2 mod	m-calpain inh	TNF death inh	zVAD death inh	Mdm2 ligase inh	EBV gp42 block
COc1ccc(-c2nn(C)c(=O)c3ccccc23)cc1CNC(=O)C1CCCCC1
→ -25	2	-1.6	-0.031	-28	-2.7	2.3	-10	-12
CCOCCn1c(-c2ccc(OC)cc2)nc2ccccc21
→ -1	0	-1.0	0.28	9	0.1	-0.8	-35	-9
COc1cc(/C(C)=N/NC(=S)NC(C)C)cc(OC)c1OC
→ -11	0	0.0	1.1	7	1.2	-0.2	-11	-1
CCOC(=O)c1nn(-c2ccc3c(c2)OCO3)cc1O
→ 0	0	-0.6	0.076	i	-1.7	0.2	-6	-5
COc1ccc2c(c1)C(c1ccc(N3CCOCC3)cc1)=NNC(c1cccnc1)=N2
→ -13	-4[fluorescence artefact?]	-0.9	0.63	31	1.9	0.9	-23	-2
Cn1ccnc1SCC(=O)Nc1ccc2nc(SCC(=O)NC3CC3)sc2c1
→ 0	-10	-1.6	·	-9	4.4	2.0	·	-19
Cc1nn(Cc2ccc(Cl)cc2)c(C)c1NC(=O)C(c1ccccc1)c1ccccc1
→ 10	-3[fluorescence artefact?]	-0.4	-0.084	18	2.4	-0.4	-5	-15
CN(CCNC(=O)c1ccc(N2CCCC2=O)cc1)CCc1ccccc1
→ -7	1	-0.4	·	-14	-0.2	0.5	0	-2
COc1ccc(OC)c(NC(=O)CC2SC(=N)N(c3ccccc3)C2=O)c1 (configuration not stated)
→ 6	-2	1.1	-0.91	0	1.3	0.1	-6	-17
Cc1ccc(NC(=O)CCNS(=O)(=O)c2cccc3nsnc23)cc1
→ ·	-2[fluorescence artefact?]	-0.4	0.098	19	2.8	·	-4	-5
COc1ccc(C(=O)C2CCCCC2=O)cc1 (configuration not stated)
→ -4	2	0.7	-0.55	8	3.0	0.6	-11	-5
Cc1nnc(SCCC#N)n(CCC#N)c1=O
→ 2	3	0.7	-0.32	14	-0.1	0.1	-20	-7
c1csc(-c2csc3ncnc(NCCCN4CCOCC4)c23)c1
→ 5	0	-0.1	-0.12	-7	-2.9	-0.2	-26	-8
CCOC(=O)Cn1nc(-c2ccccc2)c2ccccc2c1=O
→ 1	-4	0.0	·	13	0.9	0.6	-16	-2
C=CCOc1ccc(/C=N/NC(=O)C(C)Sc2ccccn2)cc1OCC (configuration not stated)
→ 5	0[fluorescence artefact?]	-0.1	-0.54	7	3.1	0.9	3	-7
CC(C)CCOP(=O)(c1ccc(N(C)C)cc1)C(Nc1ccccc1)c1ccc(N(C)C)cc1 (configuration not stated)
→ 10	6	0.1	0.37	-10	-1.3	0.5	0	-6
CC(C)CC(=O)NC(=S)Nc1ccccn1
→ 5	7	1.0	1.3	-7	0.5	0.2	-21	-11
O=C(CN(C(=O)CCC(=O)Nc1nccs1)c1ccc2c(c1)OCCO2)NCc1ccco1
→ ·	-8[fluorescence artefact?]	0.2	-0.047	-52	-4.1	-0.2	-3	-22
Cc1csc(NC(=O)CSc2nc3ccccc3s2)n1
→ -3	-3	0.7	·	25	-0.1	0.5	8	-31
O=C(NCc1nnc(SCC(=O)N2CCCc3ccccc32)o1)c1ccco1
→ 18	1	-0.4	0.14	-6	1.4	-0.8	-13	0
COCCNC(=S)Nc1ccc2nc(N3CCCC3)cc(C)c2c1
→ 1	2	-0.8	-0.019	-30	3.1	0.2	6	0
CC1(C)CC(=O)c2sc(NC(=O)C(C)(C)C)nc2C1
→ ·	4	0.5	-0.76	8	2.3	0.9	-11	-13
CC(NC(=O)CSc1nc2sc3c(c2c(=O)n1-c1ccccc1)CCCC3)c1ccccc1 (configuration not stated)
→ 0	-3	-0.5	0.87	-26	3.5	0.0	-2	-13
CC(C)CNC1CCS(=O)(=O)C1 (configuration not stated)
→ 3	-5	0.6	-0.33	2	1.3	-0.2	·	-18
COc1ccc2c(c1)SC1=NCCS(=O)(=O)N12
→ 7	2	0.6	·	0	-0.3	1.1	-9	-12
O=C(Cn1cnc2ccccc21)OCC(=O)N1CCCc2ccccc21
→ ·	-4[fluorescence artefact?]	0.0	0.32	-22	-0.3	-1.1	-11	-20
CS(=O)(=O)N(CC(=O)N1CCN(c2ccc(F)cc2)CC1)c1cccc(Cl)c1
→ 4	0	-1.2	-2	7	1.0	-0.5	-7	-12
O=C(CCn1nc(-c2ccc(Cl)cc2)ccc1=O)N1CCN(c2ccccn2)CC1
→ ·	5[fluorescence artefact?]	-2.1	-1.7	-1	-6.2	-0.2	-23	-21
Cc1ccc(C)c(C(=O)NCCN(C)C)c1
→ -7	4[fluorescence artefact?]	0.4	0.73	12	-1.8	-0.1	-1	10
CC(C)OC(=O)C1C2C=CC3(CN(Cc4cccs4)C(=O)C13)O2 (configuration not stated)
→ -9	2	-0.5	0.51	-7	-1.4	0.1	-12	-20
O=C(NCCCCNC(=O)c1ccco1)c1ccco1
→ -2	-20[fluorescence artefact?]	1.3	0.49	-15	-10	0.0	9	-12
C=CCNC(=S)Nc1sc2c(c1C(=O)OCC)CCN(C(=O)OCC)C2
→ -14	2	-1.6	5.7	15	-0.6	-0.7	-11	-13
COc1cc(C(=O)Sc2ccc(Cl)cc2)cc(OC)c1OC
→ ·	-3	0.2	0.76	-4	-19	-0.1	15	-8
COc1cc(/C=C2/OC(=O)c3cc([N+](=O)[O-])ccc32)cc(OC)c1OC
→ -6	·	0.5	1.9	·	-7.7	4.4	·	·
COC(=O)COC(=O)c1ccccc1NC(=O)c1ccccc1
→ -3	6	0.1	-0.78	3	1.2	0.9	-5	-17
CSc1nnc(-c2ccc(Br)s2)n1C
→ -5	-4	0.5	0.11	9	-1.5	-0.2	-16	-9
COC(=O)C(C)NC(=O)C1CCCN1S(=O)(=O)c1cc(C)c(Cl)cc1C (configuration not stated)
→ -2	7	0.2	-4.3*	17	-1.5	0.0	-12	0
CCCN(CCC)CCCNC(=S)Nc1ccc2nc(N3CCN(CC)CC3)cc(C)c2c1
→ -3	1	0.0	1.1	-38	-3.8	2.1	0	-4
COCCCNC(=S)NNC(=O)c1ccccc1Br
→ -1	-2	0.2	0.47	11	0.4	-0.1	-17	-4
C=CCn1c(CNC(=O)c2ccccc2F)nnc1SCC(=O)NC(C)c1ccccc1 (configuration not stated)
→ ·	2	1.0	1.5	-7	0.4	-0.1	6	-9
Cc1cccc2nc(CNc3ccc(F)cc3)cn12
→ 8	-8	0.5	-0.85	9	2.4	-0.1	11	-2
CC(C)CC(C(=O)NC1CCCCC1)N(Cc1cccs1)C(=O)c1snc(C(N)=O)c1N (configuration not stated)
→ 7	-2	0.2	-0.37	-6	-3.0	-0.9	-4	-12
Nc1nc(-c2ccc3ccccc3c2)c(C2(O)C(=O)Nc3c(Br)cc(F)cc32)s1 (configuration not stated)
→ -1	-8	0.9	0.96	-43	-1.8	0.1	-5	-2
CCc1cc(=O)oc2c(C)c(OS(C)(=O)=O)ccc12
→ -1	·	0.9	·	·	-0.4	1.5	·	·
CCC1(C(=O)OC)NC(c2ccccc2OC)C2C(=O)N(C)C(=O)C21 (configuration not stated)
→ 2	-2	1.7	0.71	21	0.6	-0.1	-6	-28

# Molecules listed so far that contain a furan ring, fused or not:
# Values run as follows: Rad51 HR inh	eIF4E 4G PPI	PERK inhibitor	KCC2 mod	m-calpain inh	TNF death inh	zVAD death inh	Mdm2 ligase inh	EBV gp42 block
O=C(CN(C(=O)CCC(=O)Nc1nccs1)c1ccc2c(c1)OCCO2)NCc1ccco1
→ ·	-8[fluorescence artefact?]	0.2	-0.047	-52	-4.1	-0.2	-3	-22
O=C(NCc1nnc(SCC(=O)N2CCCc3ccccc32)o1)c1ccco1
→ 18	1	-0.4	0.14	-6	1.4	-0.8	-13	0
O=C(NCCCCNC(=O)c1ccco1)c1ccco1
→ -2	-20[fluorescence artefact?]	1.3	0.49	-15	-10	0.0	9	-12

# Going on with the list.
# Values run as follows: Rad51 HR inh	eIF4E 4G PPI	PERK inhibitor	KCC2 mod	m-calpain inh	TNF death inh	zVAD death inh	Mdm2 ligase inh	EBV gp42 block
O=C(CCN1CCOCC1)NCC1COc2ccccc2O1 (configuration not stated)
→ -7	1	1.7	-0.33	13	-1.7	0.1	2	2
O=C(NCCCN1CCOCC1)c1ccco1
→ 21	-9	0.8	·	3	1.0	1.4	-11	-22
CCCCCNc1nc(N2CCCC2)c2c(c1C#N)CCN(C)C2
→ 2	5	-1.5	0.56	-55	-0.4	0.4	-14	-5
N#Cc1cccc(N=c2ssnc2Cl)c1
→ -9	54*	0.4	1.5	37	-0.4	-0.6	-2	-24
CCCn1c(Nc2nc3ccccc3n2C)nc2ccccc21
→ 10	9	-0.2	1.5	11	-17	-0.6	-7	-13
N#Cc1cc2c(=O)n3ccccc3nc2n(-c2ccccc2Cl)c1=O
→ -14	-2	1.3	-2.1	i	-6.1	0.0	-22	9
Cc1cc(C)cc(OCC(=O)Nc2ccc(N3CCN(C(=O)c4ccco4)CC3)cc2)c1
→ 0	-10	-1.4	·	-75	-11	-0.2	7	-12
COC(=O)C1=C(N)N(c2ccccc2F)C2=C(C(=O)CC(C)(C)C2)C1c1ccc(OC)c(OC)c1 (configuration not stated)
→ ·	-4[fluorescence artefact?]	-1.2	-0.32	-4	0.3	0.5	-2	-3
CC(=O)Nc1ccc(Nc2cc(C)nc3c(-c4ccc(Cl)cc4)cnn23)cc1
→ 0	4	0.7	0.69	-154	0.6	2.1	-8	-16
COc1cc(C=O)ccc1Oc1nnnn1-c1ccccc1
→ -8	5	0.6	-0.74	17	-3.0	-0.9	-13	-4
Cc1cc[n+](-c2nc3ccccc3nc2[N-]S(=O)(=O)c2ccccc2)cc1
→ -1	-1	1.7	0.31	7	0.6	0.5	-8	12
Cc1ccnc(NC(=O)c2cccc(NS(=O)(=O)c3ccccc3C)c2)c1
→ -1	-1	-0.8	-0.12	-18	1.2	1.1	-9	-1
CC1=C(C(=O)Nc2cccnc2)C(c2cccnc2)n2ncnc2N1 (configuration not stated)
→ 0	15[fluorescence artefact?]	0.4	0.016	0	0.7	0.7	0	-18
O=C(Cn1cc(/C=N/NC(=O)c2cccc3ccccc23)c2ccccc21)Nc1ccc(F)cc1
→ 5	0	0.5	0.71	-56	2.1	0.9	·	-9
CC(C(=O)Nc1c2c(cc3c1CCC3)CCC2)N1CCCC1 (configuration not stated)
→ 6	-1	0.6	·	-4	1.2	0.4	-33	-8
Cc1noc(NS(=O)(=O)c2ccc(NC(=O)CC34CC5CC(CC(Br)(C5)C3)C4)cc2)c1C
→ -5	-2	0.6	-0.94	2	-0.9	0.3	22	8
Cn1c(SCC(=O)c2ccccc2)nnc1-c1ccccn1
→ ·	1	-0.9	-3	15	3.3	0.1	-12	-9
Cc1ccc(-c2nn3cnnc3c3ccccc23)cc1
→ 7	-2	0.7	-0.58	-6	-3.0	-0.2	22	-10
Cc1ccc(-c2nc3sc4c(N)ncnc4c3c3c2CCCC3)cc1
→ 9	4	0.1	·	1	-4.6	2.4	-5	8
COc1ccc(CNCc2cccc(Oc3ccccc3)c2)cc1
→ 0	2	0.8	-1.2	31	0.9	-0.3	-17	-9
N#CC1=C(SCC(=O)Nc2ccccc2)NC(=O)CC1c1ccc(O)cc1 (configuration not stated)
→ -7	-2	1.7	0.032	-14	1.0	1.8	-18	-1
COc1cc(CNC2CCCCC2OC)cc(OC)c1OC (configuration not stated)
→ 7	-1	-0.2	0.47	6	1.4	1.3	-10	-2
